HP1b chromo inh = HTS for Inhibitors of HP1-beta Chromodomain Interactions with Methylated Histone Tails | AlphaScreen HP1-beta / biotin-H3K9me3 peptide binding | 0.56% of 390,000 active | AID 540317, 2011 | Chromobox protein homolog 1 (Homo sapiens), P83916 | Potency, µM (doses to about 114 µM), for inactives: top-dose activity change, negative = inhibition, actives largely listed as inhibitors; also: potency is read from the fitted curve at half-maximal effect; nearly all actives have a fitted effect of over 70% in size; inactives centre near 23
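Compound inhibition of the preformed complex between 50 nM HP1-beta and 50 nM biotinylated H3K9me3 peptide was read by AlphaScreen. Buffer was PBS pH 7.4 with 0.01% Tween-20. Incubations ran 30 min at room temperature, with 10 ug/mL donor/acceptor beads.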
GLS inh = qHTS for Inhibitors of Glutaminase (GLS); GLS enzymatic activity, qHTS titration; Potency, µM (series often up to 45.5 µM), for the others: at the highest dose activity change, negative = inhibition, hits mostly inhibitors; 0.21% of 410,000 active; also: potency is read from the fitted curve at half-maximal effect; % is scaled to controls: 0 for no effect and ±100 for the full control effect
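Compounds were pin-transferred onto hKGA, after which L-glutamine (1 mM solution) and a detection mix of glutamate oxidase, HRP and Amplex Red were added. Initial and 30 min RT fluorescence reads were collected.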
BAZ2B block = qHTS Assay for Inhibitors of BAZ2B; Bromodomain adjacent to zinc finger domain protein 2B (Homo sapiens), Q9UIF8; AlphaScreen BAZ2B-H3K14Ac peptide displacement; Potency, µM (titrated, usually from 114 µM), for inactives: at the top dose activity change, negative = inhibition, actives largely listed as inhibitors; 4.4% of 360,000 active; AID 504333, 2011; also: potency is read from the fitted curve at half-maximal effect; % is scaled to controls: 0 for no effect and ±100 for the full control effect; nearly all actives have a fitted effect of over 60% in size
Target sequence (Q9UIF8 whole entry, looked up, the tested form may be a part): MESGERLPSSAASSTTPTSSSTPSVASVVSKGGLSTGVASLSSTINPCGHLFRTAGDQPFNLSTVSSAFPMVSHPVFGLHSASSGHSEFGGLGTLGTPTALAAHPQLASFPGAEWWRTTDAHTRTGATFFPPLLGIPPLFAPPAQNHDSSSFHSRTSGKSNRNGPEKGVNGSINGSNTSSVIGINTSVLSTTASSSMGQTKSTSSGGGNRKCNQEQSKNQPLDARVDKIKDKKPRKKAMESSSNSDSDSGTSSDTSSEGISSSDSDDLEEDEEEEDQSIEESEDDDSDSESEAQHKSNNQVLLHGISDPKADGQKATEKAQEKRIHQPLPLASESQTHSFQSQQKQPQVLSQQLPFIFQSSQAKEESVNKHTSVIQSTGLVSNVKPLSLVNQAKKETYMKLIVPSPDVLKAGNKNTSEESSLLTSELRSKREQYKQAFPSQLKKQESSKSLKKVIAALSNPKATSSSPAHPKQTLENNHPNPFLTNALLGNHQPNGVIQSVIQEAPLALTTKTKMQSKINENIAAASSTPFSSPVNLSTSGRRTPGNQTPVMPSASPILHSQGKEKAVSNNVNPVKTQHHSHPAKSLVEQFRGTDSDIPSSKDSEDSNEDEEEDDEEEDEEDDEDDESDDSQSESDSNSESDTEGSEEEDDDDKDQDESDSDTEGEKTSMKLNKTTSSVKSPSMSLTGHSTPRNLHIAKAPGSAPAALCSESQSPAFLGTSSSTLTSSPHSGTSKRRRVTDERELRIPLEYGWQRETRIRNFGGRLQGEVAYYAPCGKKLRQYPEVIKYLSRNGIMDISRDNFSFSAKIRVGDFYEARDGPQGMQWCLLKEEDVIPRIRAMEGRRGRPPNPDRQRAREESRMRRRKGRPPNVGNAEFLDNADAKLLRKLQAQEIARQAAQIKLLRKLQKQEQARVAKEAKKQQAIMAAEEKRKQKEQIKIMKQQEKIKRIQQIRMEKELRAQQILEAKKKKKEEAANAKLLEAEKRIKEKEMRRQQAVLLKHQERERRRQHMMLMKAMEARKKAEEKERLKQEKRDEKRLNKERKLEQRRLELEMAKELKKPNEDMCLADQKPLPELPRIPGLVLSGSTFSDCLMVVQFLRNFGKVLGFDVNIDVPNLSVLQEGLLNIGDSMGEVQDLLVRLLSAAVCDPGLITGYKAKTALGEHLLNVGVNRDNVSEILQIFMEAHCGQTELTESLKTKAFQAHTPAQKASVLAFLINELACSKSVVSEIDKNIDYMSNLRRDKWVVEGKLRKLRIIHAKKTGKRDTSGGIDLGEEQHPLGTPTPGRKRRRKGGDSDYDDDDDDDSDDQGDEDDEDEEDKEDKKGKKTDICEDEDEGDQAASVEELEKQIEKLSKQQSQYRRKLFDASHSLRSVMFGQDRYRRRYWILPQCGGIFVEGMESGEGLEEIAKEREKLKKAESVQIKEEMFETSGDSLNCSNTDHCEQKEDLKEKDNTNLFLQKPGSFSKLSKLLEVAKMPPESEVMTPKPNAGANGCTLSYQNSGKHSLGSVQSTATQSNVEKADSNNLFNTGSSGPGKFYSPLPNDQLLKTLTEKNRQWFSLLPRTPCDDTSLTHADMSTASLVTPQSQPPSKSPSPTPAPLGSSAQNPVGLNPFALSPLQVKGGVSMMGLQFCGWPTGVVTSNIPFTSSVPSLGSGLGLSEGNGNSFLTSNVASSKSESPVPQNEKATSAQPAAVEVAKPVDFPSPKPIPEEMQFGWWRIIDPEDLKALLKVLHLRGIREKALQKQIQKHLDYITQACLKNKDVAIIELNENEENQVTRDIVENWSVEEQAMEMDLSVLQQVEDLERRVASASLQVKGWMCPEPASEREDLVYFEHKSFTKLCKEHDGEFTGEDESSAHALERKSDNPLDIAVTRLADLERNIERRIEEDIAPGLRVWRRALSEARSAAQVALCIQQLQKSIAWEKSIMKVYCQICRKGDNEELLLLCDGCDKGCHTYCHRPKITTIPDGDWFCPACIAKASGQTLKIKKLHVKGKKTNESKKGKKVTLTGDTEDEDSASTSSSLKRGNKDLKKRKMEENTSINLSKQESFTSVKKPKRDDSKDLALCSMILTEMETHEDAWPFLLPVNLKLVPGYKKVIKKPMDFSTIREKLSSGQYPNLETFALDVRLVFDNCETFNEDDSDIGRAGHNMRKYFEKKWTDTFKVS
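In this displacement format the biotinylated H3(5-23) peptide acetylated at Lys14 serves as ligand at 50 nM, with BAZ2B at 50 nM in PBS pH 7.4 containing 0.01% Tween-20. Donor and acceptor beads are 10 ug/mL final.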
ERG Ets-DNA blk = qHTS for Small Molecule Inhibitors of the ERG Ets/DNA interaction. 0.028% of 370,000 active. Transcriptional regulator ERG (Homo sapiens), P11308. fluorescence polarization, His-ERG Ets domain / labelled DNA. Potency, µM (top dose mostly 76.9 µM), inactives show at the highest dose FP activity, negative = inhibition, actives largely listed as inhibitors; active = well fitted inhibition curve with a large enough effect in the polarisation, with a control signal flat; inconclusive = small, poorly fitted or top-dose-only effect, or effect the other way, or a change in a side signal; inactive = no such curve, though single readings can be large or run the other way; the % refers to the polarisation;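 also: polarization taken with two DNA probes labelled with fluorescein and Texas red; potency is read from the fitted curve at half-maximal effect; % of control where 0% means no effect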
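His-tagged ERG Ets domain (1 uM in the protein solution; 300mM KCl, 50mM Tris-HCl, 1mM EDTA, 1mM DTT, pH 7.5) received compound, then a probe mix of 5 nM fluorescein-DNA and 100nM Texas-615-DNA. Fluorescence polarization was read for both dyes.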
JMJD2A Tudor inh = qHTS Assay for Inhibitors of JMJD2A-Tudor Domain | AlphaScreen JMJD2A-Tudor / H3K4me3 peptide binding | Potency, µM (doses to about 114 µM), for inactives: at the highest dose activity change, negative = inhibition, actives largely listed as inhibitors | AID 504339, 2011 | 4.4% of 390,000 active | Lysine-specific demethylase 4A (Homo sapiens), O75164; also: potency is read from the fitted curve at half-maximal effect; % is scaled to controls: 0 for no effect and ±100 for the full control effect; nearly all actives have a fitted effect of over 50% in size
Pin1 inh = qHTS Assay to Find Inhibitors of Pin1 | Peptidyl-prolyl cis-trans isomerase NIMA-interacting 1 (Homo sapiens), Q13526 | Pin1 FP peptide displacement, HiFluor488, 10 min | Potency, µM (series often up to 115 µM), for inactives: at the top dose activity, negative = inhibition, most hits filed as inhibitors | 0.009% of 390,000 active; active = well fitted inhibition curve with a large enough effect in the polarisation, with a control signal flat, not every such curve was filed as active; inconclusive = small, poorly fitted or top-dose-only effect, or effect the other way, or a change in a side signal; inactive = no such curve, though single readings can be large or run the other way; the % refers to the polarisation; also: potency is read from the fitted curve at half-maximal effect; % is scaled to controls: 0 for no effect and ±100 for the full control effect
G9a block = qHTS Assay for Inhibitors of Histone Lysine Methyltransferase G9a; Histone-lysine N-methyltransferase EHMT2 (Homo sapiens), Q96KQ7; G9a H3K9 monomethylation, AlphaScreen, 2 h; Potency, µM (top dose mostly 102 µM), inactives show at the top dose activity, negative = inhibition, hits mostly inhibitors; 8.8% of 350,000 active; AID 504332, 2011; also: potency is read from the fitted curve at half-maximal effect; % is scaled to controls: 0 for no effect and ±100 for the full control effect; nearly all actives have a fitted effect of over 75% in size
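G9a (20 nM) preincubated 15 min RT with compounds, then 500 nM biotinylated H3K9 peptide and 20 uM SAM added; 2 h RT reaction. Monomethyl-H3K9 product detected by AlphaScreen with anti-H3K9me1 antibody, streptavidin donor and anti-rabbit IgG acceptor beads.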
PI4K2A inh = qHTS for small molecular inhibitors of PI4K2A; 0.13% of 420,000 active; AID 1346378, 2018; activity change, negative = inhibition, % at 76.9 µM; purified PI4K2A, ADP-Glo luminescence, 1 h; stronger effect = lower value; in the data active = activity change below about -50%; inconclusive = mostly about -30% to -49%;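 also: -100% = wells without enzyme as full effect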
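In this quantitative HTS, ADP production by PI4K2A was quantified luminescently after 1 h at ambient temperature; 100 microM adenosine served as plate-quality control.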
PGK inhibitor = qHTS Assay to Find Inhibitors of Phosphoglycerate Kinase; 0.043% of 380,000 active; AID 602233, 2012; PGK/GAPDH coupled, Kinase-Glo luminescence, 60 min; Potency, µM (doses to about 57.5 µM), without a hit: at the highest dose activity change, negative = inhibition, most hits filed as inhibitors; also: potency is read from the fitted curve at half-maximal effect; % is scaled to controls: 0 for no effect and ±100 for the full control effect; nearly all actives have a fitted effect of over 60% in size
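Luminescent ATP detection (Kinase-Glo Plus) follows a 60-minute room-temperature incubation, with wells lacking PGK as controls. Buffer: 100 mM TEA (pH 7.6), 5 mM MgCl2, 0.01% Tween-20. Coupling enzyme GAPDH (100 nM final) supplies unstable 1,3-BPG in-well.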
* = called active by the depositor; i = inactive; ? = inconclusive; / = no result given; & = joins results of further samples; [ ] = remark or other dose. Unless noted, calls follow the shape of the dose curve; as a rule, active = well fitted curve in the direction sought with a large enough effect; inconclusive = small, poorly fitted or top-dose-only effect, or another doubt; inactive = no such curve, though single readings can be large; an effect the other way counts as inactive or inconclusive. This is a random part of the collection, and some 11% of all compounds hit somewhere here.

SMILES	HP1b chromo inh	GLS inh	BAZ2B block	ERG Ets-DNA blk	JMJD2A Tudor inh	Pin1 inh	G9a block	PI4K2A inh	PGK inhibitor
CCc1ccc(-n2c(SCC(=O)NC3CCS(=O)(=O)C3)nc3ccccc3c2=O)cc1 (stereo not drawn)	44.6%[activator]	1.4%	7.6%	7.8%	-13.2%	-6.1%	22.5%[12.7 µM]	2.4	-8.9%
COC(=O)c1cc(NC(=O)c2cccc([N+](=O)[O-])c2C)ccc1Cl	-18.7%	7.1%	-27.9%	8.7%	-14.1%	-2.1%	9.2%[12.7 µM]	-2.3	-12.2%
O=C(CN1C(=O)C(=O)N(C2CCCC2)C1=O)Nc1ccc(F)cc1F	10.8%	0.2%	-2.1%	11.4%	-11.3%	-2.6%	-13.2%	0.5	i
Cc1cccc(NC(=O)CSc2nc3nc(C)cc(C)c3c(=O)[nH]2)c1	32.1%	-2.1%	-1.6%	/	-22.0%	-2.7%	-0.2%[0.0925 µM]	1.4	0.9%
O=c1[nH][nH]c(-c2ccccc2)c1C=Nc1ccc(Cl)cc1	10.3%	28.7%	-9.7%	-2.9%	-33.1%	-0.7%	-25.9%[0.0925 µM]	-0.5	-9.1%
CCn1cc(C(=O)NCCOC)c(=O)c2cc(S(=O)(=O)N3CCOCC3)ccc21	34.1%	6.1%	/	1.6%	-0.7%	3.8%	-0.4%[59 µM]	-1.2	-2.4%
COc1ccc(NC(=O)COC(=O)c2c(-c3ccccc3)noc2C)cc1	15.0%	1.1%	-27.3%	0.2%	0.0%	-4.2%	10.6%[12.7 µM]	-0.9	-2.3%
CCc1ccc(Nc2cnn(-c3nc4ccccc4s3)c(=O)c2Cl)cc1	17.5%	8.7%	-9.9%	11.2%	-25.0%	15.8%	-12.4%[59 µM]	-20.6	-6.3%
O=C(NC1CCCC(C(F)(F)F)C1)c1ccc([N+](=O)[O-])o1 (stereo not drawn)	63.4%[activator]	1.9%	/	-5.0%	-6.8%	0.2%	/	-4.0	i
Cc1c(CC(=O)NCC(=O)NCC(=O)O)c(=O)oc2cc3oc4c(c3cc12)CCCC4	36.7%	?	-9.5%	-7.6%	-34.1%	18.0%	-6.5%	1.4	-3.3%
O=C(/C=N/O)NCCN1CCCCC1	2.9%	33.7%[activator]	-34.3%	/	-18.6%	0.9%	-20.7%[59 µM]	-2.4	-7.2%
Cc1ccc(C(=O)NCC(=O)OCC(=O)c2ccccc2)s1	40.8%[activator]	0.8%	-1.5%	1.3%	4.7%	1.5%	15.0%[2.33 µM]	0.8	7.5%
O=C(NCc1cccnc1)c1ccc(S(=O)(=O)N2CCCCC2)cc1	-9.7%	-4.0%	-0.4%	-4.0%	-14.7%	5.5%	?	2.2	4.9%
COc1cccc(C(=O)OCC(=O)N2CCc3ccccc3C2)c1	8.2%	0.6%	/	-3.8%	-6.2%	-8.0%	/	-11.4	-8.6%
Cc1cccc(OCCCC(=O)Nc2ccc(N3CCCCC3)cc2)c1C	2.7%	7.0%	8.1%	3.7%	-17.5%	1.7%	13.9%[2.33 µM]	4.9	-1.9%
CSCC[C@@H](C(=O)Nc1cccc(F)c1)N1Cc2ccccc2C1=O	25.5%	-0.6%	-34.1%	1.3%	-24.2%	?	17.8µM*	-1.2	i
CCc1ccc2c(c1)cc(CN(C(=S)Nc1cccc(C)c1)C1CC1)c1nnnn12	24.3%	8.6%	-4.5%	/	-12.5%	-2.3%	1.9%	-6.7	-11.0%[11.5 µM]
Cc1ccc(S(=O)(=O)Nc2ccc(NC(=O)c3cccnc3)cc2)cc1	32.8%[activator]	16.3%	-13.6%	-11.0%	-6.8%[57.1 µM]	-5.8%	18.3%	1.4	i
COc1ccccc1OCC(=O)Nc1c2c(nn1-c1ccc(F)cc1)CS(=O)(=O)C2	42.9%[activator]	6.2%	-19.1%	14.2%	-0.7%	-0.1%	37.9%	3.2	3.0%
COc1ccc(N(CC(=O)Nc2ccc3c(c2)OCO3)S(=O)(=O)c2ccc(C)cc2)cc1OC	23.4%	2.6%	-1.7%	-7.9%	-22.7%	-2.0%	-1.0%	2.8	-4.2%
CN(C(=O)COc1cccc(Br)c1)C1CCS(=O)(=O)C1 (stereo not drawn)	18.0%	2.5%	5.7%	/	-10.7%	-1.0%	21.6%	1.3	-3.6%
COc1ccccc1NC(=O)c1cc(C(=O)Nc2ccccc2OC)cc([N+](=O)[O-])c1	25.8%	7.2%	-1.9%	4.7%	1.1%	3.7%	17.3%	-0.1	4.0%
Cc1ccc(CN2CCN(CC(=O)O)C2=O)cc1	5.7%	-1.3%	/	-3.1%	-9.7%	0.6%	-47.5%	-0.2	-7.0%
CC(CCc1ccccc1)NC(=O)Cn1cccc1C(=O)c1ccccc1 (stereo not drawn)	9.7%	-0.8%	-16.2%	-1.6%	-10.7%	-1.6%	17.2%	-1.3	-4.0%
CCOC(=O)c1cnc(SCC(=O)c2ccc(Cl)cc2)nc1N	38.9%	0.1%	-3.9%	-0.9%	5.7%	1.3%	-48.5%[59 µM]	5.5	i
COc1cccc(/C=N/Nc2ccc(Cl)nn2)c1	27.2%	-5.6%	-10.6%	5.8%	-15.8%	0.3%	-1.1%	3.0	/
CS(=O)(=O)Nc1cccc(C2=NN(C(=O)c3cccc([N+](=O)[O-])c3)C(c3cccs3)C2)c1 (stereo not drawn)	0.1%	-2.6%	?	-5.6%	-23.1%	-1.2%	-1.7%	5.5	-8.7%
CCc1cccc(NC(=O)CCn2c(=O)c3cccn3c3cccnc32)c1	28.7%	-8.1%	-3.7%	-0.9%	-24.9%	-6.5%	-6.4%[59 µM]	2.5	-9.9%
CCc1cc2c(=O)c(-c3nc4ccccc4n3C)c(C)oc2c(CN2CCOCC2)c1O	20.3%	30.4%[activator]	10.4%	/	-8.3%	0.6%	-3.8%[12.7 µM]	2.6	-2.5%[11.5 µM]
Cc1ccc(N2CCn3c2nc2c3c(=O)n(Cc3cccc(Cl)c3)c(=O)n2C)cc1C	15.1%	-6.7%	-1.1%	-1.5%	-20.4%	-9.1%	-4.6%[59 µM]	1.9	i
Cn1c(N2CCOCC2)cc(=O)n(C)c1=O	29.0%	1.6%	1.5%	-2.8%	-15.8%	-0.1%	18.5%[59 µM]	0.8	7.7%
Cc1cccn2c(=O)c(C(=O)N3CCN(c4ccccc4F)CC3)cnc12	26.7%	-3.7%	-35.9%	-1.3%	-4.0%	4.3%	0.1%[59 µM]	-1.6	-5.6%
CC(C)Oc1ccc(Cc2cnc(=S)[nH]c2N)cc1	39.6%[activator]	-22.1%	-17.6%	9.3%	-15.2%	2.8%	50.1µM*	3.5	-4.7%
COc1ccc(-c2oc3ncn4nc(COc5ccccc5C)nc4c3c2-c2ccc(OC)cc2)cc1	26.8%	0.2%	0.3%	-0.3%	2.6%	0.7%	3.5%[59 µM]	1.7	-2.4%
CCOc1ccccc1N1CCN(c2ncnc3scc(-c4ccc(OC)cc4)c23)CC1	17.4%	13.7%	?	5.2%	-34.8%	9.4%	/	0.6	i
O=S(=O)(NCc1ccco1)c1ccccc1Br	5.5%&31.6%	-10.4%	-18.4%	1.2%	-24.1%&-5.8%	?	?	6.0	-7.3%
Cc1ccc(CNC(=O)c2cccc3c2C(=O)c2ccc(N4CCC(C)CC4)cc2S3(=O)=O)cc1	28.9%	4.2%	10.4%	17.0%	-9.0%	?	6.6%[0.501 µM]	0.0	-3.4%
Cc1cc(C)c(C)c(S(=O)(=O)ON2C(=O)c3ccccc3C2=O)c1C	-32.0%	33.9%[activator]	-38.9%	/	89.1µM*	8.9%	7.94µM*	4.8	-1.4%
Cc1sc(NC(=O)Cn2[nH]c(=O)c3ccccc3c2=O)nc1-c1ccccc1	-6.6%	?	-12.3%	-2.3%	-32.8%	48.2%[activator]	23.2%[59 µM]	7.4	-6.0%
O=C(Nc1ncccn1)C1CCCN1S(=O)(=O)c1ccc(Cl)c(Cl)c1 (stereo not drawn)	11.3%	?	1.8%	/	0.5%	-2.7%	9.0%[12.7 µM]	-1.4	0.6%
FC(F)(F)c1cccc(NC(=S)N(CCCN2CCCC2)Cc2cccn2Cc2ccc(Cl)cc2)c1	3.7%	-14.7%	-30.2%	2.9%	?	2.0%	44.7µM*	-0.6	5.0%
CN(C(=O)C1CCCO1)C1CCS(=O)(=O)C1 (stereo not drawn)	26.4%	6.6%	-3.4%	5.3%	5.9%	-2.1%	3.0%	-8.7	-4.4%
O=C(Nc1ccc(Cl)cc1)Nc1ccc(N2CCC(C(F)(F)F)CC2)nc1	36.6%	-13.2%	2.5%	-0.9%	5.5%	?	4.6%[59 µM]	-1.2	-6.9%

Assay outcomes (PubChem)
